High-throughput results as filed in PubChem BioAssay.
VLA-4 antagonist – inhibition of LDV-FITC ligand binding to human VLA-4 integrin; Jurkat cells, LDV-FITC binding with Mn2+, flow cytometry; 100% = Mn2+-driven binding gain fully reversed; hit rate 0.2% among 24,000; P13612; inhibition, % at 10 µM (by protocol);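 active = inhibition above 50%; inconclusive = compound itself fluorescent, judged against control cell fluorescence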;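 note: 0% = Mn2+ stimulated cells lacking compound and 100% = ligand binding without Mn2+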
Target sequence (P13612 whole entry, looked up): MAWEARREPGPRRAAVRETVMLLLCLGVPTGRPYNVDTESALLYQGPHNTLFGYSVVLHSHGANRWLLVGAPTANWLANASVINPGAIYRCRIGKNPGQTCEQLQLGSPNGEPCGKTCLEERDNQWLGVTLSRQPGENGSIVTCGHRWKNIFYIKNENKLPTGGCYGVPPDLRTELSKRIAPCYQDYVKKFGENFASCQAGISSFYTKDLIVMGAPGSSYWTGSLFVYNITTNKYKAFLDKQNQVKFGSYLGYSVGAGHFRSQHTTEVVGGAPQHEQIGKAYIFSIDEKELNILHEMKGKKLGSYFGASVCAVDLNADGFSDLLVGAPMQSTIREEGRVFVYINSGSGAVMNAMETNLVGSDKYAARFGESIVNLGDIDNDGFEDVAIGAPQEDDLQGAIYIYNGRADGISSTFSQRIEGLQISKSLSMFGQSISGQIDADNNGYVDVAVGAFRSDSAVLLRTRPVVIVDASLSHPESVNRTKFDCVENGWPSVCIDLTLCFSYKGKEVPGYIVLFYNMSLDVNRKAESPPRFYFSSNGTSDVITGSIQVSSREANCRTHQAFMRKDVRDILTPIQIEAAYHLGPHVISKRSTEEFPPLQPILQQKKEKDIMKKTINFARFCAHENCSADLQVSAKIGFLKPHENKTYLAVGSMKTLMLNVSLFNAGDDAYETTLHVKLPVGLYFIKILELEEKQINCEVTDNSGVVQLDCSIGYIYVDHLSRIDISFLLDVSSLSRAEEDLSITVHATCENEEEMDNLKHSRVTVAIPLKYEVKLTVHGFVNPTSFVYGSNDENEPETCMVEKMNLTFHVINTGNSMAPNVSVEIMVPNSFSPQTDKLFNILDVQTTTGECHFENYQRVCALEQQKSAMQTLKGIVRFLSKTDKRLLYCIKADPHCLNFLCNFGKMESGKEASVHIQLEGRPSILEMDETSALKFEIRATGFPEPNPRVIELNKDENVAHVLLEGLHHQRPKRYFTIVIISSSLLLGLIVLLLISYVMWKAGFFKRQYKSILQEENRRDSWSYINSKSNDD
VLA-4 allo ag – allosterically activates the human VLA-4 integrin; 24,000 tested, under 10 active; P13612; Jurkat cells, LDV-FITC binding, flow cytometry; activation, % at 10 µM (by protocol);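 active = fluorescent ligand binding to cells raised by more than 40% of the manganese-induced maximum; inconclusive = compound's own fluorescence above 85% of the ligand control signal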;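 note: 0% = ligand binding without compound and 100% = manganese-stimulated maximal binding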
LNCaP diff act – activators of LNCaP prostate cell differentiation | side scatter shift, % at 10 µM | hit rate 0.56% among 24,000 | flow cytometry side scatter, 4 d;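 active = side scatter shift above 30%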;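 note: androgen-responsive LNCaP prostate cancer cells in charcoal-stripped serum medium; percent of cells past a gate set so DMSO wells show 10% shift; higher shift means more granular cells and more differentiation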
Autofluor Jurkat – autofluorescence counter-screen for VLA-4 integrin assays; Jurkat cells, compound autofluorescence, flow cytometry; active compounds read high; 1 = vehicle-only cell background; fluorescence ratio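 (tested at 10 µM compound in the well)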; hit rate 0.61% among 24,000; AID 576;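 active = fluorescence ratio above 2.44, which is 1 plus 3 SD of all ratios; inconclusive = signal too bright to measure linearly, ratio around 10 or more; inactive = fluorescence ratio below 2.44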;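 note: green fluorescence of cells measured with 488 nm excitation and 530 nm emission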
Starred values were filed as active, the others as inactive; u = inconclusive; x = not tested or not shown. The list is partial; the hit share may differ from the screen's.

Results follow in this order: Autofluor Jurkat	LNCaP diff act	VLA-4 allo ag	VLA-4 antagonist
> Cn1c(Cn2c(=O)sc3ccccc32)nnc1SCC(=O)NC1CCCCC1
  0.88	8	u	u
> CCOc1cc2[nH]c(=S)n(CC3CCCO3)c(=O)c2cc1OCC (configuration not stated)
  0.99	4	7	-15
> CN(c1ccccc1)c1nc(N2CCCC2)nc(-n2ccnc2)n1
  1.1	3	-4	7
> c1ccc(CNC2=NCCC2)nc1
  1.1	10	0	-8
> CNS(=O)(=O)c1cccc(C(=O)OCC(=O)c2cc(C)n(-c3ccc4c(c3)OCO4)c2C)c1
  0.92	4	4	-19
> C=CCn1c(=O)[nH]c2cc(C(=O)N3CCN(c4cccc(Cl)c4)CC3)ccc2c1=O
  1.2	2	u	u
> CC(Oc1ccc(Cl)cc1Cl)c1nc(-c2ccc(NC(=O)c3cccnc3)cc2)no1 (configuration not stated)
  0.98	11	-2	-2
> COC(=O)c1ccc(OCC2c3cc(OC)c(OC)cc3CCN2C(=O)c2ccco2)cc1 (configuration not stated)
  1.2	6	-7	5
> COc1cc(C(=O)NCc2nnc(SCC(=O)NCc3ccccc3)o2)cc(OC)c1OC
  1.1	x	2	-9
> CC1CCCC(C)N1c1nnc(N)s1 (configuration not stated)
  1	2	-4	2
> Fc1ccc2nc(N3CCCCC3)sc2c1
  1.3	10	u	u
> Cc1cc(C(=O)Nc2cccc(O)c2)c(C)o1
  1.1	14	0	-10
> CCOC(=O)c1[nH]c(C)c(C(=O)N2CCN(c3cccc(Cl)c3)CC2)c1C
  1.2	4	u	u
> Cc1cnc(C(=O)Nc2ccc(N3CCOCC3)cc2)cn1
  1	7	10	-20
> CCc1ccc(N2CC34C=CC(O3)C(C(=O)OC)C4C2=O)cc1 (configuration not stated)
  0.99	4	0	0
> Cc1csc(NC(=O)CSc2nnc(Cc3cccn3C)n2CCc2ccccc2)n1
  1.2	21	-4	17
> O=C(c1cc2ccccc2oc1=O)N1CCN(c2ccc(N3CCOCC3)nn2)CC1
  1	6	-2	4
> CCCOC(=O)c1ccc(OCC(O)CN2CCN(C(=O)c3ccccc3)CC2)cc1 (configuration not stated)
  1	2	0	2
> O=C(NC1CCCc2ccccc21)C1CCC(CNc2c(N3CCOCC3)c(=O)c2=O)CC1 (configuration not stated)
  1.3	6	-8	9
> O=c1c2ccccc2sn1-c1ccc(S(=O)(=O)N2CCCCC2)cc1
  1	5	-2	-8

Compounds from the list above that have an aryl thioether with sulfur outside any ring (three):
Results follow in this order: Autofluor Jurkat	LNCaP diff act	VLA-4 allo ag	VLA-4 antagonist
> Cn1c(Cn2c(=O)sc3ccccc32)nnc1SCC(=O)NC1CCCCC1
  0.88	8	u	u
> COc1cc(C(=O)NCc2nnc(SCC(=O)NCc3ccccc3)o2)cc(OC)c1OC
  1.1	x	2	-9
> Cc1csc(NC(=O)CSc2nnc(Cc3cccn3C)n2CCc2ccccc2)n1
  1.2	21	-4	17

The list goes on.
Results follow in this order: Autofluor Jurkat	LNCaP diff act	VLA-4 allo ag	VLA-4 antagonist
> CC(C)c1ccc(S(=O)(=O)c2n[nH]n3c2nc(=O)c2ccccc23)cc1
  1.1	22	2	7
> COc1cc(NS(=O)(=O)c2ccc(F)cc2)c(C(=O)O)cc1OC
  1	16	1	8
> CCOc1ccc(NC(=O)C2CCN(S(=O)(=O)c3c(C)n[nH]c3C)CC2)cc1
  1	19	-6	10
> Cc1ccc(NC(=O)CSc2nnc(CNC(=O)c3c(F)cccc3Cl)o2)cc1
  1.1	5	3	0
> O=C(CSc1nc2ccccc2c(=O)n1NC(=O)Cc1ccccc1)NCc1ccco1
  1	1	-5	7
> CCOC(=O)CNc1c(-c2ccc(Cl)cc2)nc2cnccn12
  1.2	9	u	u
> O=C(Nc1cccc(NC(=O)c2ccc(-c3cccc(Br)c3)o2)c1)c1ccco1
  1.1	4	-15	10
> Cc1cc(Nc2cccc(F)c2)n2nc(C)nc2n1
  1.1	2	-2	6
> CCOC(=O)N1CCN(c2cc(=O)n(-c3cccc(Br)c3)c(=O)[nH]2)CC1
  1	2	-1	-20
> COC(=O)c1ccc2c(=O)n(C3CCCCC3)c(SCC#N)nc2c1
  1.2	6	u	u
> CCC(C)[C@@H](C(=O)Nc1ccc2c(c1)OCO2)N1Cc2ccccc2C1=O (some centres not stated)
  1.1	4	1	0
> CCCN(CCC)CCCNC(=O)c1ccc2c(c1)N(CC)C(=O)c1ccccc1S2=O (configuration not stated)
  0.88	7	0	15
> COc1cccc(-n2c(SCC(=O)NCCC3=CCCCC3)nc3n[nH]c(C)c3c2=N)c1
  1.2	2	u	u
> S=c1[nH]nc(-c2ccncc2)n1CC1CCCO1 (configuration not stated)
  1.1	9	3	-4
> CN1C(=O)CS(=O)c2ccc(C(=O)NCCC3=CCCCC3)cc21 (configuration not stated)
  0.8	2	u	u
> COc1cc2c(cc1OC)C(C(=O)N1CCN(c3ccccn3)CC1)C(c1cccs1)N(C)C2=O (configuration not stated)
  1.1	10	-4	-3
> Nc1nnc(N2CCCCC2)s1
  1.1	15	8	-20
> COc1ccc(C2C(C(C)=O)=C(O)C(=O)N2C)c(OC)c1 (configuration not stated)
  0.92	9	10	-22
> COC(=O)c1ccc(CSc2nc3ccccc3c(=O)n2Cc2ccco2)o1
  1	7	-6	4
> CC1Cc2nc(SCC(N)=O)n(Cc3ccccc3)c(=O)c2S1 (configuration not stated)
  1	9	-10	2

Retrieved by structure from the entries so far, 2 records:
Results follow in this order: Autofluor Jurkat	LNCaP diff act	VLA-4 allo ag	VLA-4 antagonist
> CCOC(=O)CNc1c(-c2ccc(Cl)cc2)nc2cnccn12
  1.2	9	u	u
> c1ccc(CNC2=NCCC2)nc1
  1.1	10	0	-8

Continuation:
Results follow in this order: Autofluor Jurkat	LNCaP diff act	VLA-4 allo ag	VLA-4 antagonist
> Cc1ccc(-n2nnc3c(=O)n(CC(=O)N4CCC(C)CC4)cnc32)cc1
  1	3	4	10
> COC(=O)C(CCSC)NC(=O)CNC(=O)C1CCCCC1 (configuration not stated)
  0.98	12	-3	-8
> Cc1[nH]nc2c1C1(C(=O)N(Cc3ccc(Cl)cc3)c3ccccc31)C(C#N)=C(N)O2 (configuration not stated)
  1.1	4	u	u
> COc1ccc2cc(C(=O)N3CCCCCC3)sc(=O)c2c1OC
  1.1	9	-8	15
> O=C(NC1(C(F)(F)F)C(=O)Nc2c1c(=O)[nH]c(=O)n2Cc1ccco1)C1CC1 (configuration not stated)
  1.1	2	7	0
> COc1ccc(C2C(C(=O)N3CCOCC3)c3ccccc3C(=O)N2c2ccc(OC)cc2)cc1 (configuration not stated)
  1.1	6	-9	11
> O=C(CN1C(=O)c2ccccc2S1(=O)=O)NC1CCCCCC1
  0.95	10	0	5
> CCOC(=O)C1CCCN(Cc2nc(N)nc(Nc3ccc(C)cc3)n2)C1 (configuration not stated)
  0.94	4	2	-24
> CCOc1ccc(OC(=O)c2cccnc2)cc1
  0.96	9	6	4
> COc1cccc(C2CC(c3ccc(F)cc3)Nc3nc(N)nn32)c1 (configuration not stated)
  0.99	9	2	-2
> Cc1ccc(-n2c(Cc3cccn3C)nnc2SCC(=O)NCc2ccc3c(c2)OCO3)cc1
  1	8	2	-13
> CC1CCCCN1CCNC(=O)CC1Oc2ccccc2NC1=O (configuration not stated)
  0.98	10	2	4
> COC(=O)NCc1cccc(CNC(=O)OC)c1
  1	1	0	-3
> CC(C)C1Cc2c(C#N)c(N)sc(=S)c2CO1 (configuration not stated)
  1.3	5	9	-40
> CC(=O)c1cnc2cc(-c3ccccc3)nn2c1C
  0.99	2	4	-20
> COc1ccc(S(=O)(=O)Nc2cc(C)c(O)c(S(=O)(=O)c3ccccc3)c2)cc1
  0.92	4	5	8
> CCOc1cc(C2NC(=O)NC(O)(C(F)(F)F)C2C(=O)c2ccccc2)ccc1OC (configuration not stated)
  1.1	5	4	-35
> CCC(C)(C(=O)NC1CCCCC1)N(C)C(=O)c1ccccn1 (configuration not stated)
  1	3	-3	-14
> CC(C)CNS(=O)(=O)c1ccc(CCC(=O)N2CCOCC2)cc1
  1	1	-8	-20
> O=C(NCc1ccccn1)c1ccc2ccccc2n1
  1	3	2	11

Results follow in this order: Autofluor Jurkat	LNCaP diff act	VLA-4 allo ag	VLA-4 antagonist
> COc1ccc(C(=O)NCc2nnc(SCC(=O)Nc3cc(C)cc(C)c3)o2)cc1OC
  1	4	3	-2
> COC(=O)CC[C@@H](C(=O)O)N1C(=O)c2ccccc2C1=O
  1.1	20	-10	-30
> Cc1noc(C(=O)Nc2c(C)n(C)n(-c3ccccc3)c2=O)c1Cl
  0.99	13	5	-10
> O=C1Nc2cc(Cl)ccc2C1(N1CCNCC1)C(F)(F)F (configuration not stated)
  1	6	0	-15
> O=C(c1ccco1)N1CCN(C/C=C/c2ccccc2)CC1
  0.98	0	5	8
> COc1ccc(Br)cc1-c1noc(-c2ccccc2)n1
  1	13	4	-2
> O=C(Nc1ccc(S(=O)(=O)N2CCc3ccccc32)cc1)c1ccc2c(c1)OCO2
  1.1	7	-8	10
> CCOC(=O)c1[nH]c(C)c(C(=O)NC2CCCC2)c1C
  0.93	2	2	2
> N=c1oc2c3c4c(cc2cc1C(=O)Nc1ccccc1)CCCN4CCC3
  u	11	u	u
> O=C(Cn1cc2c(n1)CCCCC2)Nc1ccc(F)cc1F
  0.97	9	6	-16
> Cc1nc(SCC(=O)N2CCC(C(N)=O)CC2)n[nH]1
  1.1	4	5	-26
> COc1cc(C(=O)N2CCC(NC(=O)C(Cc3ccc(C)cc3)NC(C)=O)CC2)cc(OC)c1OC (configuration not stated)
  0.99	7	2	-14
> CCOc1ccccc1NC1c2ccccc2C(=O)N1c1ccc(C)cn1 (configuration not stated)
  1.1	9	-11	26
> CC1Cc2nc(SCC(=O)NCC3CCCO3)n(Cc3ccccc3)c(=O)c2S1 (configuration not stated)
  1.1	4	u	u
> O=C1Nc2c(Br)cc(Br)cc2C1(O)N1CCOCC1 (configuration not stated)
  0.97	13	9	12
> CN1CCC(NC(=O)c2cccs2)CC1
  1	8	2	12
> CCCC(=O)c1cc2cc(Cl)ccc2oc1=O
  1	3	17	-41
> COc1cccc(Nc2c(F)c(OC)c(F)c(F)c2C(=O)O)c1
  1	11	12	-28
> Cc1[nH]c(=S)[nH]c(=O)c1Cc1ccccc1
  0.96	9	15	-24
> CC12C=CC3(CN(Cc4ccccc4)C(=O)C3C1C(=O)NC1CC1)O2 (configuration not stated)
  1	5	-1	-20

Results follow in this order: Autofluor Jurkat	LNCaP diff act	VLA-4 allo ag	VLA-4 antagonist
> COc1ccc(OC)c(NC(=O)CSc2nnc(Cc3cccn3C)n2CCc2ccccc2)c1
  1.1	7	-6	0
> COC(=O)c1cc(=O)nc2sc(-c3ccc(F)cc3)nn12
  1	7	2	2
> CC(C)NC(=O)C1CCN(Cc2cnn(-c3ccccc3)c2-n2cccc2)CC1
  0.98	23	2	-5
> CN(c1cccc(NS(=O)(=O)c2cccs2)c1)S(C)(=O)=O
  1	16	2	-2
> COc1ccc(-c2noc(-c3ccccc3C(=O)NCc3ccco3)n2)cc1
  1.1	21	-2	-1
> CCCS(=O)(=O)N1CCCC(C(=O)NCCN(C)Cc2ccccc2)C1 (configuration not stated)
  0.99	12	2	-6
> CC(=O)c1ccc(NC(=O)CSc2nc3nc(C)cc(C)n3n2)cc1
  1.1	2	3	-6
> COc1cccc(-c2cc(C(=O)NC3CCCC3)no2)c1
  0.97	4	1	12
> Cc1noc(C)c1S(=O)(=O)N(CCc1ccccc1)Cc1ccccc1
  1.1	9	-4	14
> Cc1ccc(Cl)cc1N1CCN(C(=O)C2CCN(S(=O)(=O)c3cccnc3)CC2)CC1
  1.1	5	1	15
> CCOC(=O)c1sc(NC(=O)C(CC)Sc2nnc3c4ccccc4n(CC)c3n2)nc1C (configuration not stated)
  1.1	3	-9	-28
> CC1(C)CC(O)C(CCC(O)c2ccccc2)C(C)(C)N1 (configuration not stated)
  1	5	8	-6
> O=C(C1CC1)N1CCc2cc(Br)cc(S(=O)(=O)NCCN3CCOCC3)c21
  1.1	5	2	1
